Assay outcomes: PubChem, several laboratories
PME-1 inh = PME-1 (human) inhibition. AID 2130. recombinant PME-1, FP-Rh probe fluorescence polarization. Q9Y570. inhibition, % at 5.9 µM. 0.53% of 320,000 active;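 active = inhibition above the campaign mean of all compounds plus 3 SD, cut at about 26% in these data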;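 note: competitive labeling of PME-1 active site by serine hydrolase directed probe; 0% = PME-1 with DMSO and 100% = wells lacking PME-1 enzyme; inhibitors block probe labeling so polarization falls and inhibition rises; many of its hits are not listed in these tables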
Target sequence (Q9Y570 whole entry, looked up): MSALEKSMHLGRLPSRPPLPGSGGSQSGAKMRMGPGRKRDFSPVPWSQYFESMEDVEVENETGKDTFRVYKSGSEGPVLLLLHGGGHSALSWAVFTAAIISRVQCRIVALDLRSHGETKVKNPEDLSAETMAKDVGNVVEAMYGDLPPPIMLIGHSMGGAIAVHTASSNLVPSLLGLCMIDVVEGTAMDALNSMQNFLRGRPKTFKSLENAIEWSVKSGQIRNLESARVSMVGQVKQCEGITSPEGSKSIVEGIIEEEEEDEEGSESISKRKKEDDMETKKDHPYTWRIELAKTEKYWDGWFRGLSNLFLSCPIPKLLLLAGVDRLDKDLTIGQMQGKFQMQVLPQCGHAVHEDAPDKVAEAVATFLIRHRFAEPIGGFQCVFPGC
BCLXL inh = Bcl-xL (human) inhibition. Q07817. GST-Bcl-xL / FITC-Bim BH3 peptide fluorescence polarization. inhibition, % at 10.9 µM. 0.7% of 320,000 active. AID 2129;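 active = inhibition above the mean of all tested compounds plus 3 SD, cutoff set per campaign, cut at about 30% in these data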;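 note: 0% = DMSO wells and 100% = unlabeled Bim-BH3 peptide competitor; inhibitors lower millipolarization by displacing the labeled peptide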
GLD-1 RNA inh = GLD-1-TGE RNA interaction inhibition (C. elegans); purified GLD-1 + fluorescein TGE RNA, fluorescence polarization; 0.44% of 320,000 active; AID 2280; inhibition, % at 5.96 µM; Q17339;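 active = percent inhibition above a per-plate cutoff, the plate mean of test compounds plus 3 SD, cut at about 30% in these data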;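 note: 0% = DMSO wells with GLD-1 and probe and 100% = wells lacking GLD-1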
Fam108B counter = counter-screen for RBBP9 inhibitors: inhibitors of mouse Fam108B; 0.33% of 300,000 active; recombinant Fam108B, FP-Rh probe fluorescence polarization; inhibition, % at 9.51 µM; AID 1947;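 active = inhibition above the screen mean inhibition plus 3 SD, computed separately per campaign, cut at about 18% in these data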;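 note: inhibitors lower polarization as less probe binds the enzyme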
PAFAH1B2 inh = PAFAH1B2 (human) inhibition | inhibition, % at 3.39 µM | AID 492953 | P68402 | 1.2% of 340,000 active | recombinant PAFAH1B2, FP-rhodamine activity probe, fluorescence polarization;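 active = inhibition above the mean of all tested compounds plus 3 SD, cut at about 24% in these data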;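 note: 0% = enzyme with DMSO and 100% = wells lacking PAFAH1B2; many of its hits are not listed in these tables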
Target sequence (P68402 whole entry, looked up): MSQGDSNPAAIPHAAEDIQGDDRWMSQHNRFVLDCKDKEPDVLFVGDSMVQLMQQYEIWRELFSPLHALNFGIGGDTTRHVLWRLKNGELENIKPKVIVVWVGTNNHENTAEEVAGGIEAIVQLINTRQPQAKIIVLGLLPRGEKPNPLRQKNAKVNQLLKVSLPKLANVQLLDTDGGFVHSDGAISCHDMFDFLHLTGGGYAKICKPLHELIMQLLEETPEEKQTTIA
MEX-5 binding = C. elegans MEX-5 TCR-2 RNA binding activity | Q9XUB2 | MEX-5/FITC-TCR2 RNA binding, fluorescence polarization; hits give low values | activity score (negative = inhibition of binding), % at 10 µM | 0.38% of 300,000 active | AID 1832;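 active = inhibition past about -25% in most replicates, and total fluorescence under double the plate's negative control median, limit read from the data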;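 note: 0% = DMSO and -100% = 5 µM competing unlabeled TCR2 RNA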
pPAFAH inh = inhibitors of human plasma PAF acetylhydrolase (pPAFAH); 1.5% of 330,000 active; inhibition, % at 3.39 µM; Q13093; recombinant pPAFAH, FP-rhodamine probe fluorescence polarization;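 active = inhibition above the mean inhibition across the screen plus 3 SD, cut at about 25% in these data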;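 note: inhibitors block binding of the rhodamine activity-based probe so polarization drops; 0% = enzyme with DMSO and 100% = wells lacking pPAFAH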
Target sequence (Q13093 whole entry, looked up): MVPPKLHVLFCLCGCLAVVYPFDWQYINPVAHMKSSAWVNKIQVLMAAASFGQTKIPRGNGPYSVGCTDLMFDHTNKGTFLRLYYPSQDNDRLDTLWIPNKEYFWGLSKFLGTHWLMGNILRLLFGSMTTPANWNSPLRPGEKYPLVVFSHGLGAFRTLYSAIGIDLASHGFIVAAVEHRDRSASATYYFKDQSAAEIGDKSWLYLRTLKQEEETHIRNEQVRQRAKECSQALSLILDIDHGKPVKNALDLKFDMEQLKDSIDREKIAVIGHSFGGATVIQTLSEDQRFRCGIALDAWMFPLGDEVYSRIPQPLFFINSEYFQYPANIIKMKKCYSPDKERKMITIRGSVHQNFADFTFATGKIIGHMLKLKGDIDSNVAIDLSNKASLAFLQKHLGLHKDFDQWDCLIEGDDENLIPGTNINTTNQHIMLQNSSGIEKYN
MCL1 BIM primary = inhibitors of human MCL1 binding to BIM-BH3 peptide; GST-MCL1 / FITC-Bim-BH3 fluorescence polarization; inhibition, % at 10.9 µM; 0.68% of 320,000 active;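 active = inhibition above the mean inhibition of all tested compounds plus 3 SD, set per campaign, cut at about 40% in these data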;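 note: 0% = DMSO wells and 100% = unlabeled Bim-BH3 peptide control; higher means more loss of mP so more displacement of Bim peptide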
AHR activator = human AHR activation; AHR-responsive luciferase reporter cells, luminescence; AID 2796; 2.5% of 320,000 active; activation, % at 5 µM; P35869; in the data active = activation above about 47%;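 note: 0% = vehicle wells and 100% = reference agonist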
An asterisk follows results filed as active; · = no result given. A portion of the library; the hit share may differ from the screen's.

Values run as follows: PME-1 inh | BCLXL inh | GLD-1 RNA inh | Fam108B counter | PAFAH1B2 inh | MEX-5 binding | pPAFAH inh | MCL1 BIM primary | AHR activator
> CCOc1ccc(NC(=NCc2ccc3c(c2)OCO3)SC2CC(=O)N(c3ccccc3)C2=O)cc1 (stereo not given)
  -3 | 6 | 1 | 3 | -3 | -4.7 | 1 | 3 | 1
> Cc1cc(Cl)cc(Cl)c1OCCCCN(C)C
  -1 | 7 | 8 | 1 | 1 | 0.9 | 3 | 9 | -4
> COc1ccc2c(C(=O)CN3CCC(C)CC3)c[nH]c2c1
  3 | -2 | -8 | 0 | -3 | -3.6 | 5 | -10 | 16
> O=C(NCc1ccco1)/C(=C\c1cccs1)NC(=O)c1ccco1
  6 | 6 | 1 | -1 | 2 | 0.3 | 2 | -3 | 0
> O=C(CCn1c(=O)c2ccccc2n(Cc2ccccc2)c1=O)NC1CCN(Cc2ccccc2)CC1
  2 | 0 | -2 | 4 | 7 | -1.3 | 9 | 1 | -1
> CCCCC(=O)N=c1sc2cc([N+](=O)[O-])ccc2n1C
  -5 | 2 | -2 | 1 | -5 | 3.8 | 4 | 4 | 0
> CC1(c2ccc3c(c2)OCCCO3)NC(=O)N(CC(=O)Nc2cccc(C#N)c2)C1=O (stereo not given)
  -6 | -1 | 0 | · | 6 | · | -9 | -5 | 1
> O=C(NCc1ccc(C(F)(F)F)cc1)C1CC(c2ccc(C(F)(F)F)cc2)=NO1 (stereo not given)
  -4 | 6 | -1 | -5 | 5 | 0.3 | 9 | 1 | 1
> CCN1C(=O)c2cccc3c(NC(=O)c4ccc(OC)c(OC)c4)ccc1c23
  1 | 7 | -2 | 2 | 3 | -13 | 1 | 4 | 20
> COc1ccc(C(=O)/C=C/C(=O)N(CC(=O)NC2CCCCC2)Cc2cccs2)c(O)c1
  -7 | -2 | 5 | -8 | -3 | -2.8 | 2 | -5 | 1
> COc1ccc(C(C(=O)NC2CCCC2)N(Cc2cccs2)C(=O)c2ccn[nH]2)cc1OC (stereo not given)
  4 | -1 | 4 | -1 | 10 | -1.6 | 4 | 1 | 2
> Cc1ccc(C(=O)NC2CCN(CC(=O)Nc3ccccc3Cl)CC2)cc1
  3 | 1 | 2 | 5 | 2 | -2.0 | 2 | -7 | 2
> COc1cccc(NC(=O)CCc2nc(-c3cccs3)no2)c1
  -5 | 1 | 5 | 3 | 0 | 0.5 | 3 | 5 | 1
> O=C(Nc1ccc(O)c2c(=O)cc(-c3ccccc3Cl)oc12)c1ccccc1Cl
  2 | 5 | 6 | -1 | 2 | 3.3 | 1 | 11 | 3
> Cc1ccc(SCC(=O)Nc2ccc3c(c2)C(=O)NC3=O)cc1
  2 | -1 | 0 | -2 | · | 0.2 | 6 | 0 | -4
> CCOC(=O)C1CCN(C(=O)Cc2cccc3ccccc23)CC1
  0 | -10 | 12 | 0 | 6 | -0.6 | -1 | -19 | -1
> CCCCn1c(N)c(N(CCC(C)C)C(=O)c2cccc(-n3cnnn3)c2)c(=O)[nH]c1=O
  3 | -5 | -1 | -4 | 0 | 1.2 | -3 | -10 | 2
> Cc1ccc(N(CC(=O)Nc2cc(C)cc(C)c2)S(=O)(=O)c2c(C)noc2C)cc1
  -19 | 1 | -1 | -17 | 1 | 2.1 | 0 | 4 | 14
> O=C(CN1CCCC1)NC(=O)NC1CCCC1
  -9 | -1 | 4 | -3 | 3 | -2.4 | -4 | 9 | 3
> O=C(O)c1ccc(NC(=O)c2cn(-c3ccccc3)nc2-c2cccc(Cl)c2)cc1
  -25 | 6 | 8 | -13 | -8 | -3.0 | -1 | -2 | 1

Values run as follows: PME-1 inh | BCLXL inh | GLD-1 RNA inh | Fam108B counter | PAFAH1B2 inh | MEX-5 binding | pPAFAH inh | MCL1 BIM primary | AHR activator
> C=CC[n+]1c(-c2ccc(OC)c(OC)c2)csc1NNC(=O)Nc1ccccc1
  -2 | -12 | -9 | 0 | 2 | 3.4 | 8 | -10 | 2
> Cc1cccc(Nc2nnc(SCC(=O)Nc3ccccc3[N+](=O)[O-])s2)c1
  0 | -1 | 5 | 7 | 3 | -0.2 | 12 | -5 | 17
> O=C1CSC(c2ccccc2)N1CCc1ccccc1 (stereo not given)
  1 | 4 | 5 | -1 | 9 | -0.2 | 1 | 3 | 3
> CN(C)C(=O)c1cc(C(=O)c2ccc(C(F)(F)F)cc2)c[nH]1
  0 | -6 | 3 | 2 | 7 | 1.5 | 2 | -15 | 7
> Cc1ccc(S(=O)(=O)N2CCN(CC(=O)N(CC(C)C)c3c(N)n(CC(C)C)c(=O)[nH]c3=O)CC2)c(C)c1
  2 | 3 | 7 | -3 | 4 | -0.4 | -5 | -1 | 12
> CCOc1ccc(/C=N/NC(=O)Cc2csc(Nc3cccc(C(F)(F)F)c3)n2)cc1
  -6 | 3 | 8 | 6 | 1 | 2.7 | 5 | 9 | 3
> Cc1c(Nc2ccc(C=O)cc2)c(=O)n(-c2ccccc2)n1C
  3 | 0 | -4 | -2 | 1 | 0.8 | 4 | -6 | 0
> CCC1(C)Cc2ccccc2-c2nc(SC)[nH]c(=O)c21 (stereo not given)
  5 | 2 | 2 | -1 | 5 | -2.3 | 1 | 5 | 1
> Cn1c(NNC(=O)C2CCCCC2)cc(=O)n(C)c1=O
  0 | 0 | 4 | 2 | 3 | -2.3 | 5 | -6 | 2
> Cc1ccc(N2C(=O)C(Cc3ccc(O)cc3)NC2=S)cc1C (stereo not given)
  -1 | 3 | 1 | -6 | 1 | -1.9 | 8 | 6 | 0
> O=C(c1ccc([N+](=O)[O-])cc1)N1CCN(C(=O)C2CCCCC2)CC1
  5 | 2 | 1 | 2 | 6 | 1.9 | 0 | 6 | -3
> COc1ccccc1NC(=O)Nc1nnc(CC(=O)Nc2cccc(C)c2)s1
  -22 | -3 | 5 | -7 | 0 | 1.8 | 1 | -14 | 23
> NS(=O)(=O)c1ccc(NC(=S)Nc2nn(Cc3ccc(Cl)cc3Cl)cc2Cl)cc1
  -5 | 1 | 1 | -21 | 1 | -0.3 | 2 | 14 | 2
> COc1cc(C(=O)NCC(=O)OCc2cc(=O)oc3c(C)c(C)ccc23)cc(OC)c1OC
  4 | -5 | -2 | -2 | 9 | -1.8 | 4 | -4 | 2
> O=C(COC(=O)C12CC3CC(CC(C3)C1)C2)NCc1ccccc1
  · | · | 7 | · | 6 | · | 3 | · | -2
> CC(=O)Nc1ccc(S(=O)(=O)NCc2csc(-c3cccnc3)n2)cc1
  2 | 3 | 5 | 2 | 0 | 1.9 | -1 | 6 | 3
> Cc1cccn2c(NC(=O)c3ccccc3F)c(-c3ccccc3)nc12
  2 | 4 | -2 | -3 | 2 | 0.6 | 1 | 9 | 12
> CCn1cc(C(=O)O)c(=O)c2cc(F)c(N3CCN(C(=S)NC(=O)c4cccc(F)c4)CC3)cc21
  1 | 4 | 0 | -4 | 1 | · | -1 | 5 | -2
> CCOc1ccc2c(c1)C(c1ccccc1)=NNC(c1ccccc1)=N2
  0 | 1 | 0 | 0 | 1 | -0.9 | -2 | 0 | 36
> Cn1c(=O)n(C)c2cc([N+](=O)[O-])c(N3CCN(S(C)(=O)=O)CC3)cc21
  0 | 2 | -1 | 0 | 4 | -0.5 | 1 | 6 | -1

Values run as follows: PME-1 inh | BCLXL inh | GLD-1 RNA inh | Fam108B counter | PAFAH1B2 inh | MEX-5 binding | pPAFAH inh | MCL1 BIM primary | AHR activator
> O=C(CN1C(=O)NC2(CCCCC2)C1=O)Nc1ccc(Cl)cc1
  · | · | 8 | · | 0 | · | 0 | · | 2
> C=CCNC(=S)N/N=C/c1ccc(C)cc1C
  -2 | -1 | -7 | -2 | 6 | -1.1 | 2 | 2 | 15
> CC(C)(C)c1cc(-c2csc(Nc3ccccc3)[n+]2Cc2ccc(C(=O)O)cc2)cc(C(C)(C)C)c1O
  -1 | 5 | 8 | 2 | -1 | 2.7 | 3 | -2 | -1
> O=C(CN1/C(=C(/O)c2ccccc2)C(=O)c2ccccc2S1(=O)=O)c1ccccc1
  5 | -5 | 1 | -2 | 3 | 2.1 | 1 | -4 | -3
> C/C(=N/NC(=O)CSc1nc2ccccc2n1C)c1ccco1
  -1 | -2 | 8 | -2 | 1 | 1.1 | 4 | 9 | 5
> COC(=O)C1CSc2[nH]c(=O)sc2C1c1ccc(O)c(OC)c1 (stereo not given)
  9 | 10 | 3 | 2 | 3 | -1.8 | 2 | 2 | -3
> CS(=O)(=O)N(CC(=O)NC1CCCCC1)c1cccc(F)c1
  5 | 5 | -2 | -2 | 17 | 1.0 | 7 | 0 | -1
> Cc1noc(C)c1S(=O)(=O)N(C)C[C@H]1Oc2ccc(NC(=O)NC3CCCCC3)cc2C(=O)N([C@H](C)CO)C[C@@H]1C
  · | · | 3 | · | -2 | · | 4 | · | 0
> N/C(=N\N=C\c1ccc(Br)o1)c1nonc1N
  2 | -5 | -1 | -2 | -6 | 1.2 | 4 | -12 | 7
> O=S(=O)(c1ccccc1)N1CCc2ccccc2C1
  8 | 4 | 2 | 2 | 10 | -1.1 | 7 | -2 | 1
> OC(CN1CC=C(/C=C/c2ccc(Br)cc2)CC1)c1ccccc1 (stereo not given)
  -4 | 0 | 4 | -3 | 0 | 4.4 | 0 | 0 | 4
> OCC(O)CNC(=S)NC1CCCCC1 (stereo not given)
  3 | 12 | 0 | 4 | 10 | -0.9 | -1 | 10 | 0
> O=C(Nc1ccc(S(=O)(=O)NCC2CCCO2)cc1)C1CC(=O)N(c2ccccc2)C1 (stereo not given)
  -2 | -6 | -6 | 1 | 0 | -0.7 | -3 | -9 | 0
> CCCNC(=S)N1CCC(NC(=O)c2ccc(OC)cc2)CC1
  3 | 1 | 4 | 3 | 4 | 0.2 | -1 | 1 | 0
> COc1ccccc1-n1cc(C(=O)N2CCCC(CO)(Cc3ccccc3C)C2)cn1 (stereo not given)
  -3 | 4 | -1 | -5 | 4 | -2.0 | 2 | -4 | 12
> O=C1CC(=O)Nc2cc(S(=O)(=O)N3CCN(c4cccc(C(F)(F)F)c4)CC3)ccc2N1
  1 | -3 | 3 | 2 | -5 | -0.1 | -1 | -5 | 3
> O=C(COC(=O)CCc1ccccc1)NNC(=O)c1ccccc1
  · | · | 0 | · | 2 | · | 12 | · | -1
> CN(C(=O)CN1C(=O)c2ccc([N+](=O)[O-])cc2C1=O)C1CCCCC1
  · | · | 5 | · | 11 | · | 3 | · | 0
> O=C(CN(C(=O)c1ccc(Cl)cc1Cl)N1C(=O)C2C3C=CC(C3)C2C1=O)c1ccc(F)cc1 (stereo not given)
  4 | 1 | 7 | 0 | 2 | -1.3 | 3 | 2 | -3
> CC12CCC(=O)N1C(C(=O)Nc1cc(Cl)ccc1N1CCCC1)CS2 (stereo not given)
  -1 | 8 | 6 | · | 6 | · | 1 | 12 | 2
> C/C(=N\Nc1cccc(Cl)c1)c1ccncc1
  9 | -2 | -3 | 2 | 7 | -0.8 | 8 | -12 | 7
> Cn1ccc(=S)c2ccccc21
  5 | 5 | 1 | 3 | 4 | -7.6 | -2 | 6 | 5
> COc1cccc(-n2nnnc2SCC(=O)Nc2ccc(OC)cc2OC)c1
  1 | 0 | 1 | -7 | 6 | 0.7 | 0 | 7 | 1
